From PubChem
ATG4B inh = ATG4B protease inhibitors, primary screen, biochemical, fluorescence, uHTS; hit rate 0.51% among 340,000; inhibition, % at 8.33 µM; ATG4B cleavage of LC3-PLA2, NBD-HPC fluorescence, 1 h; in the data active means inhibition above about 40%
Target sequence (Q9Y4P1 whole entry, looked up): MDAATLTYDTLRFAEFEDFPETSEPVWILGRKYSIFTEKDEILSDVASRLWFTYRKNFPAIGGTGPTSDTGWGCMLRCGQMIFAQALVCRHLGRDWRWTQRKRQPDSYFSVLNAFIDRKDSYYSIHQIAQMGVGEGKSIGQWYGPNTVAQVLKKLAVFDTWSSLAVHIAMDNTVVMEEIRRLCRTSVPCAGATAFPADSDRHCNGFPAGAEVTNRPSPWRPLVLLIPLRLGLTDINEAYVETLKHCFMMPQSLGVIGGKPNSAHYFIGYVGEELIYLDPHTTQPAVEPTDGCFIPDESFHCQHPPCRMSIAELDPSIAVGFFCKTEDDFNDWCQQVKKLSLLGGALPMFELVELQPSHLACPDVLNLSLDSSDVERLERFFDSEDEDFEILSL
mIAP block = inhibitors of mouse IAP, primary screen, biochemical, luminescence, uHTS; hit rate 0.2% among 330,000; intestinal alkaline phosphatase [Mus musculus]; AID 2806, 2010; purified mouse IAP, CDP-Star luminescence, 30 min; inhibition, % at 10 µM;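 active means inhibition of at least 40% at 10 µM in the primary screen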;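 further: plate controls were DMSO with enzyme for no effect and no enzyme wells for full effect; values of inactives mirror those of a sister screen read the other way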
APOBEC3A inh = APOBEC3A ssDNA deaminase inhibitors, primary screen, selectivity assay for APOBEC3G inhibitor project, biochemical, FAM/TAMRA oligo cleavage fluorescence; recombinant A3A, FAM/TAMRA ssDNA deamination fluorescence; hit rate 0.41% among 330,000; AID 493011, 2011; DNA dC->dU-editing enzyme APOBEC-3A (Homo sapiens), P31941; inhibition, % at 20 µM;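 active means at least 40% inhibition at 20 µM here, with at most 30% in a related deaminase screen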;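 further: plate controls were A3A with DMSO for no effect and wells lacking A3A enzyme for full effect; some results filed as inactive read as strong as hits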
Target sequence (P31941 whole entry, looked up): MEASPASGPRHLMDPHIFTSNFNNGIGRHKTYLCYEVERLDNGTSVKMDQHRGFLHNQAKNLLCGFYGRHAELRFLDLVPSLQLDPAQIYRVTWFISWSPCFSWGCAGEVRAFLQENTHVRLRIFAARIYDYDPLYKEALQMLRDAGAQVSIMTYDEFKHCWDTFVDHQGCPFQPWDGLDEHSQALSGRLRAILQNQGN
HKDC1 inh = HKDC1 hexokinase inhibitors, primary screen, biochemical, fluorescence, uHTS; AID 493160, 2011; hit rate 0.16% among 340,000; recombinant HKDC1, G6PDH/diaphorase resazurin coupled fluorescence; Q2TB90; inhibition, % at 20 µM;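 active means inhibition above about 35% when tested at 20 µM, limit read from the data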;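 further: plate controls were DMSO wells with enzyme for no effect and DMSO wells lacking enzyme for full effect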
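Material – in-house recombinant HK5 (HKDC1) enzyme · Quantity – HKDC1 at 5 µg/mL · Buffer or medium – pH 8.0 Tris buffer with 10 mM MgCl2 · Reagent – glucose with 1 mM ATP · Dosing – single 20 µM dose · Times – reaction time 90 min, room temperature, protected from light · Technique – resorufin fluorescence at 613 nm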
hIAP activ = human IAP activators, primary screen, biochemical, luminescence, uHTS | Intestinal-type alkaline phosphatase (Homo sapiens), P09923 | purified human IAP, CDP-Star luminescence, 30 min; stronger effect = higher value; 1 = vehicle-only enzyme, 0 = enzyme-free background | activation factor at 10 µM | hit rate 0.16% among 330,000;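 active means activation factor of the enzyme at least 2-fold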; further: the source names both 10 and 20 µM as test concentration; values of inactives mirror those of a sister screen read the other way
PfG6PD inh = PfG6PD enzyme inhibitors, primary screen, biochemical, fluorescence intensity, uHTS; AID 504690, 2011; inhibition, % at 20 µM; hit rate 0.78% among 350,000; PfGluPho enzyme, NADPH resazurin-diaphorase fluorescence;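 active means inhibition reaching at least a set limit at 20 µM in the primary screen, cut at about 59% in these data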;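 further: 0% = DMSO wells with substrate and 100% = DMSO wells lacking glucose-6-phosphate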
hIAP inh = human IAP inhibitors, primary screen, biochemical, luminescence, uHTS | Intestinal-type alkaline phosphatase (Homo sapiens), P09923 | inhibition, % at 10 µM | hit rate 0.12% among 330,000 | purified IAP, CDP-Star luminescence, 30 min;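 active means inhibition reaching a set limit with compound at 10 µM in the primary screen, cut at about 35% in these data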;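 further: plate controls were DMSO wells with enzyme for no effect and no-enzyme buffer wells for full effect; values of inactives mirror those of a sister screen read the other way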
mIAP activ = activators of mouse IAP, primary screen, biochemical, luminescence, uHTS | intestinal alkaline phosphatase [Mus musculus] | muIAP, CDP-Star luminescence, 30 min; stronger effect = higher value; 1 = vehicle-only enzyme signal, 0 = enzyme-free wells | activation factor at 10 µM | hit rate 0.24% among 330,000;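 active means activation factor of at least 2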; further: the source names both 10 and 20 µM as test concentration; values of inactives mirror those of a sister screen read the other way
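Assay system: mouse IAP enzyme / Compound: DMSO-dissolved test compounds / Timing: 30 min, room temperature / Measured by: luminescence from enzymatic CDP-Star hydrolysis / Control set: DMSO-only wells, enzyme-free buffer wells as negative control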
An asterisk follows results filed as active; . = not tested or not shown. No enrichment for hits. Share with any hit: about 2.4%.

SMILES | ATG4B inh | mIAP block | APOBEC3A inh | HKDC1 inh | hIAP activ | PfG6PD inh | hIAP inh | mIAP activ
CN1CCN(C(=O)c2ccc(CN(c3ccccc3)S(=O)(=O)c3ccccc3)cc2)CC1 | -1 | 8 | 1 | -7 | 1.1 | -3 | -5 | 0.93
COc1ccccc1NC(=S)N1CCN(Cc2ccccc2)CC1 | 4 | -6 | 1 | -13 | 1.2 | -16 | -22 | 1.1
COC(=O)[C@H](CC(C)C)NC(=O)Cn1cnc(C(=O)Nc2ccc(C)c(C)c2)n1 | -9 | -17 | 2 | 3 | . | 1 | . | 1.2
CCOC(=O)c1sc(N)nc1-c1ccccc1 | 1 | 0 | -2 | -2 | 1.1 | 26 | -12 | 1
CCC[C@@H](CN1CCC[C@H]1CN1C(N)=NC[C@H]1CC(C)C)N1C[C@@H]([C@H](C)CC)N(CCCC2CCCC2)C1=N | 11 | -85 | -4 | -5 | 1.1 | 2 | -7 | 1.8
N#CCOC(=O)c1c2c(nc3ccccc13)CCC2 | -10 | 3 | 2 | 8 | 0.96 | -9 | 4 | 0.97
CN(NC(=O)Nc1ccc(Cl)cc1)c1c(Cl)c(Cl)nn1C | -1 | 3 | -1 | -10 | 0.9 | 1 | 10 | 0.97
O=C(CSc1nnc(-c2cccnc2)n1C1CCCCC1)NC1CCCC1 | -4 | 2 | -4 | -18 | 1.2 | 2 | -19 | 0.98
COc1cc2c(cc1NC(=O)c1cccc(F)c1)CCCC2 | 19 | 0 | 1 | -7 | 0.85 | 15 | 15 | 0.99
CCCc1cc(=O)[nH]c(NCCc2ccccc2)n1 | 7 | 0 | -4 | -5 | 1.1 | -14 | -12 | 1
O=c1[nH]c(/C=C/c2ccc(Br)cc2)nc2c1cnn2-c1ccccc1 | . | 5 | 2 | . | 0.9 | . | 10 | 0.95
O=S(=O)(O)c1nc2ccccc2n1CCOc1ccccc1 | -9 | 1 | -5 | -1 | 0.99 | -8 | 0 | 0.99
O=C(COc1ccc2ccccc2c1)NNC(=O)c1ccccc1 | 3 | -1 | -1 | -4 | 1.2 | -9 | -20 | 1
CN(C)S(=O)(=O)N(CC(=O)N1CCC(Cc2ccccc2)CC1)c1ccccc1 | -5 | 10 | 0 | -4 | 1.1 | -9 | -7 | 0.9
O=C(CNS(=O)(=O)c1ccc2c(c1)OCCCO2)N1CCN(c2ccc(F)cc2)CC1 | 0 | -6 | -2 | -3 | 1.1 | -11 | -7 | 1.1
O=C(COc1ccc(C(=O)NCc2cccnc2)cc1)Nc1cccc(C(F)(F)F)c1 | -9 | -8 | 2 | -2 | 1.1 | 1 | -9 | 1.1
COc1ccc(-c2coc3c(C)c4oc(=O)c(CC(=O)O)c(C)c4cc23)cc1 | 23 | -2 | -4 | 18 | 0.89 | 11 | 11 | 1
COc1cc(NC(=O)CN(c2cc(C)cc(C)c2)S(=O)(=O)c2c(C)[nH]c(=O)[nH]c2=O)cc(OC)c1 | -10 | 2 | -5 | -5 | 0.97 | 20 | 3 | 0.98
C#CCOCCOCCOCCNc1nc(N2CCN(C(=O)[C@H](CCCCN)n3cc(CCCC)nn3)CC2)nc(N2CCN(C(=O)[C@H](CCCCN)n3cc(CCCC)nn3)CC2)n1 | -2 | 2 | 0 | 3 | 1.1 | -1 | -5 | 0.97
CCOC(=O)CSC1=C(C#N)C(C)C2=C(CCCC2=O)N1 (stereo not given) | -8 | 19 | 0 | 4 | 1.2 | 12 | -21 | 0.81
CSCCC(NS(=O)(=O)c1ccccc1F)C(=O)NNC(=O)c1csc(N2CCOCC2)n1 (stereo not given) | -2 | 29 | -3 | -9 | 2.6* | 8 | -164 | 0.71
COc1ccc(C(CNC(=O)c2cccc(S(=O)(=O)NCc3ccccc3)c2)N(C)C)cc1 (stereo not given) | -6 | -6 | -5 | -2 | 0.96 | 3 | 4 | 1.1
COc1ccc(/C=N/NC(=O)c2cc(-c3cccc(C)c3)nc3ccccc23)cc1O | -9 | 18 | 1 | 0 | 0.99 | 14 | 0 | 0.82
O=C(CCCN1C(=O)c2ccccc2C1=O)Oc1ccc(Cl)cc1 | -1 | 7 | 2 | 1 | 0.92 | -2 | 8 | 0.93

Reprinted from the part before: four entries; new compounds follow.
SMILES | ATG4B inh | mIAP block | APOBEC3A inh | HKDC1 inh | hIAP activ | PfG6PD inh | hIAP inh | mIAP activ
CSCCC(NS(=O)(=O)c1ccccc1F)C(=O)NNC(=O)c1csc(N2CCOCC2)n1 (stereo not given) | -2 | 29 | -3 | -9 | 2.6* | 8 | -164 | 0.71
COc1ccc(C(CNC(=O)c2cccc(S(=O)(=O)NCc3ccccc3)c2)N(C)C)cc1 (stereo not given) | -6 | -6 | -5 | -2 | 0.96 | 3 | 4 | 1.1
COc1ccc(/C=N/NC(=O)c2cc(-c3cccc(C)c3)nc3ccccc23)cc1O | -9 | 18 | 1 | 0 | 0.99 | 14 | 0 | 0.82
O=C(CCCN1C(=O)c2ccccc2C1=O)Oc1ccc(Cl)cc1 | -1 | 7 | 2 | 1 | 0.92 | -2 | 8 | 0.93
CC(NC(=O)CCCOc1ccc(Cl)cc1)c1ccccc1 (stereo not given) | 34 | 7 | 0 | -3 | 1 | -10 | -1 | 0.93
Cc1cccc(C)c1NC(=O)CN(C)C(=O)c1ccccc1OCc1ccc(F)cc1 | -8 | -2 | -2 | -3 | 1 | -2 | -2 | 1
c1ccc(C(c2nnnn2C2CCCC2)N2CCN(c3ccccc3)CC2)cc1 (stereo not given) | -5 | 1 | -3 | 3 | 1 | -2 | -2 | 0.99
NC(=O)c1c(NC(=O)CN2CCOCC2)sc2c1CCC2 | -5 | -1 | -3 | -2 | 0.94 | -2 | 6 | 1
O=C(O)CCc1ccc(-c2cccs2)n1CCC(=O)O | -8 | 1 | 28 | -1 | 1 | 2 | -4 | 0.99
CCOc1ccc2nc(SCC(=O)NCc3ccccc3)[nH]c2c1 | -16 | 1 | -3 | 0 | 0.85 | 12 | 15 | 0.99
Cc1ccc(/C=c2\s/c(=C(/C#N)C(=O)N3CCCC3)n(Cc3ccco3)c2=O)s1 | 12 | 27 | 21 | 3 | 0.97 | 20 | 2 | 0.73
COc1ccccc1NC(=O)CSc1nnc(NC(=O)C2CCC2)s1 | -6 | -3 | -4 | 0 | 1 | -6 | -4 | 1
COC(=O)c1cc(S(=O)(=O)N2CCN(c3ccccc3)CC2)c[nH]1 | -25 | -7 | -3 | -8 | 0.97 | -18 | 3 | 1.1
COc1ccc2c(c1)OC[C@H]1[C@@H]2N2C(=O)[C@@H](C)NC(=O)[C@@]2(C)[C@H]1c1ccccc1 | -4 | -2 | -1 | -6 | 1 | 4 | -4 | 1
O=C1CCCC(O)=C1N=Nc1cccc(S(=O)(=O)N2CCOCC2)c1 | -4 | 7 | 5 | 1 | 0.73 | 1 | 27 | 0.93
COC(=O)c1[nH]c2ccc(Cl)cc2c1NC(=O)CCN1CCN(C2CCCCC2)CC1 | -8 | -2 | 3 | -1 | 0.85 | -14 | 15 | 1
Cc1nnc(SCC(=O)N(C)C2CCCCC2)n1C | -3 | 7 | -3 | -8 | 0.92 | -6 | 8 | 0.93
CC(=O)Nc1nc(C)c(Cc2ccccc2)c(=O)[nH]1 | 6 | -1 | -1 | -1 | 1.2 | -17 | -19 | 1
COc1ccccc1NC(=O)CCCC(=O)OCC(=O)c1ccc(F)cc1 | -5 | 1 | -4 | -1 | 0.98 | -2 | 2 | 0.99
CCc1csc(CCNC(=O)C2CCC(=O)N(CCOC)C2)n1 (stereo not given) | 4 | -6 | -2 | -4 | 0.94 | -8 | 6 | 1.1
COC(=O)C1(Cc2cc(-c3cccc(Br)c3)no2)CCN(C(=O)OC(C)(C)C)CC1 | -14 | -2 | 1 | -2 | 1 | 29 | 0 | 1
CC(C)(C)NC(=O)N1CCC(CO)(Cc2ccccc2Cl)CC1 | -12 | 2 | -1 | 0 | 0.91 | 12 | 9 | 0.98
Cc1oc(-c2ccc(Cl)cc2)cc1C(=O)/C(C#N)=C/Nc1cccc(OC(F)(F)F)c1 | 5 | 21 | -2 | -3 | 0.94 | -3 | 6 | 0.79
CC1CCN(c2c(NCC3CCC(C(=O)NC4CCCCCC4)CC3)c(=O)c2=O)CC1 (stereo not given) | -6 | 0 | 0 | -5 | 0.97 | -5 | 3 | 1
Cc1ccc(-n2nnnc2SCC(=O)c2cc(C)n(CC3CCCO3)c2C)cc1 (stereo not given) | -19 | -9 | -6 | -8 | 1.2 | -5 | -17 | 1.1
Cc1ccc(-c2cc(-c3ccccc3)nc(N(C)N)n2)cc1 | 4 | 4 | 2 | -1 | 1 | -3 | -1 | 0.96
O=C(Nc1ccc(OC(=O)c2ccco2)cc1)c1ccco1 | 1 | 4 | 0 | -3 | 0.99 | 1 | 1 | 0.96
COCC[N+]1(C)CCCCC1 | -2 | -15 | 101 | -1 | 1 | -6 | -1 | 1.2
Oc1ccc(CN2CCC(Cc3ccccc3)CC2)c2cccnc12 | 9 | -1 | 1 | -7 | 1.3 | -14 | -27 | 1
CCn1cnc2sc(C(=O)Nc3ccccc3OC)c(C)c2c1=O | -2 | -12 | 4 | -4 | 1.2 | 4 | -15 | 1.1
Cc1ccc(NC(=O)CSC(C)C(=O)OCC(=O)N2CCN(C(=O)c3ccco3)CC2)cc1 (stereo not given) | -6 | 3 | 14 | -6 | 0.94 | -2 | 6 | 0.97
CC1=C(C(=O)OC2CCCCCCC2)C(c2cc3c(cc2Br)OCO3)CC(=O)N1 (stereo not given) | -14 | 1 | 1 | 6 | 0.95 | -2 | 5 | 0.99
O=C1Nc2cc(Cl)cnc2N2CCCC12 (stereo not given) | -11 | -2 | -3 | -5 | 0.89 | 32 | 11 | 1
Cc1cc(C(F)(F)F)c(C#N)c(Sc2ccccc2)n1 | 1 | -2 | 6 | -1 | 0.98 | -20 | 2 | 1
CCCC(c1nnnn1CCc1ccccc1)N1CCN(C(=O)c2ccco2)CC1 (stereo not given) | -10 | -6 | 1 | -6 | 0.99 | 5 | 1 | 1.1
COc1ccc([N+](=O)[O-])cc1NC(=O)Cn1ccsc1=N | -2 | -2 | 3 | 11 | 0.87 | -2 | 13 | 1
Cn1cccc1/C=C1/SC(=O)N(CC(=O)N2CCCC2)C1=O | -4 | 2 | -3 | -1 | 1 | 1 | -3 | 0.98
O=C(COC(=O)c1ccccn1)Nc1nccs1 | 6 | 2 | -1 | -5 | 1 | -9 | -4 | 0.98
O=C(OCC(=O)N1CCc2ccccc2C1)c1c(F)cccc1Cl | 2 | 1 | -2 | 4 | 0.95 | 2 | 5 | 0.99
CCOc1cc(C(=O)NC2CCCCCCC2)cc(OCC)c1OCC | -7 | -21 | -2 | -6 | 1.3 | -15 | -28 | 1.2
N#Cc1c(/N=C/c2ccco2)sc2c1CCCCC2 | 6 | 11 | -1 | 3 | 1.1 | 15 | -5 | 0.89
Cc1c(N=c2scc(-c3ccccc3)n2CCO)c(=O)n(-c2ccccc2)n1C | 0 | -6 | -1 | -12 | 1.1 | -10 | -6 | 1.1
